uPA generation: qHTS for Inhibitors of Cell Surface uPA Generation; cell surface uPA generation assay, qHTS; Potency, µM (titrated, usually from 38.3 µM), for inactives: top-dose activity change, negative = inhibition, hits mostly inhibitors; actives 0.31% (n = 330,000); AID 540303, 2011; active = well fitted inhibition curve with a large enough effect; inconclusive = small, poorly fitted or top-dose-only effect; inactive = no such curve, though single readings can be large or run the other way; tested in mouse RAW 264.7 cells; note: potency is the fitted concentration of half-maximal effect; % is set by controls: 0 for no effect and ±100 for the full control effect; nearly all actives have a fitted effect of over 55% in size
ELG1 genotoxic: qHTS screen for small molecules that induce genotoxicity in human embryonic kidney (HEK293T) cells expressing luciferase-tagged ELG1. actives 1.3% (n = 330,000). HEK293T ELG1-luciferase reporter, luminescence, 16 h. Potency, µM (doses to about 46 µM), for the others: at the highest dose activity change, positive = activation, actives largely listed as activators; note: potency is the fitted concentration of half-maximal effect; % of control where 0% means no effect; nearly all actives have a fitted effect of over 60% in size
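Reporter readout depends on ELG1 protein level, which increases with genetic stress. After 16 hr compound exposure at 37 °C, luciferase activity was quantified using ONE-Glo.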
FBPA coupling cs: qHTS Assay for Inhibitors of Fructose-1,6-bisphosphate Aldolase from Giardia Lamblia: Coupling assay counterscreen; coupling enzyme system counterscreen, AmpLite Red fluorescence; actives 0.67% (n = 290,000); AID 2472, 2010; activity change, negative = inhibition, % at 58.2 µM, hits read low; in the data active = activity change below about -30%; note: % is set by controls: 0 for no effect and ±100 for the full control effect
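First, compound is pin-transferred into glyceraldehyde-3-phosphate coupling-enzyme reagent at 57.5 uM final and held 10 min at RT. Next, substrate, coupling system and AmpLite Red are added. After 20 min RT, fluorescence (525/598 nm) is read.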
NPC1 promoter act: qHTS Assay for NPC1 Promoter Activators. Huh7 NPC1 promoter luciferase reporter, 24 h. actives 2.4% (n = 320,000). Potency, µM (top dose mostly 9.22 µM), for inactives: at the top dose activation, hits mostly activators;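 note: potency is the fitted concentration of half-maximal effect; % of control where 0% means no effect; nearly all actives have a fitted effect of over 60% in size; reporter is driven by a mutant NPC1 promoter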
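Luminescence from an NPC1 promoter-driven luciferase reporter in stably transfected Huh7 cells was measured after 24 h compound treatment at 37 °C, followed by 10 min ambient incubation with luciferase detection reagent.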
FLuc modulator: qHTS profiling assay for firefly luciferase inhibitor/activator using purifed enzyme and Km concentrations of substrates (counterscreen for miR-21 project) | Luciferin 4-monooxygenase (Photinus pyralis), P08659 | purified FLuc, Km substrates, luminescence inhibition | Potency, µM (top dose mostly 57.5 µM), without a hit: at the top dose activity change, negative = inhibition, actives largely listed as inhibitors | actives 6.9% (n = 360,000) | AID 588342, 2011;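 note: potency is the fitted concentration of half-maximal effect; plate controls were vehicle for no effect and reference inhibitor for full effect; nearly all actives have a fitted effect of over 55% in size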
Target sequence (P08659 whole entry, looked up): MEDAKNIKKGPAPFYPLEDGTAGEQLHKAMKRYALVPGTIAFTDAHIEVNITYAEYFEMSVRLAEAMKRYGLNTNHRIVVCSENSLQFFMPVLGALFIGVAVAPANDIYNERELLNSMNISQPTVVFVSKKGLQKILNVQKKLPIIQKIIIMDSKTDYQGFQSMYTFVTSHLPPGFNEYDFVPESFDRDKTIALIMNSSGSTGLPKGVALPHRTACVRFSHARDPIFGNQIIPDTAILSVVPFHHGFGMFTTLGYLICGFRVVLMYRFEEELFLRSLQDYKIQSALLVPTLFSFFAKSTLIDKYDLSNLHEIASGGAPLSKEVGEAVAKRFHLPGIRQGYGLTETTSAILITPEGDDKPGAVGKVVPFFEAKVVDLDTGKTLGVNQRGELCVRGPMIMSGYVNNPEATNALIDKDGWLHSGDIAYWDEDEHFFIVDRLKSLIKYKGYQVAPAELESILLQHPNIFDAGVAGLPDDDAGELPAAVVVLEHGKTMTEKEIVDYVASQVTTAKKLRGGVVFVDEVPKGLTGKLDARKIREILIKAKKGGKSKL
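Purified P. pyralis luciferase (10nM final) with 10uM D-luciferin and 10uM ATP (Km levels) in 50mM Tris acetate pH 7.5, 10mM Mg acetate, 0.01% Tween-20, 0.05% BSA; qHTS 6-point titration, ~60 µM downward; luminescence read.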
RORgamma inh: qHTS for inhibitors of ROR gamma transcriptional activity | Nuclear receptor ROR-gamma (Mus musculus), P51450 | Drosophila S2 Gal4-RORgamma UAS-luciferase reporter, 20 h | Potency, µM (doses to about 53.6 µM), inactives show at the top dose activity change, negative = inhibition, hits mostly inhibitors | actives 5.4% (n = 310,000); note: potency is the fitted concentration of half-maximal effect; % is set by controls: 0 for no effect and ±100 for the full control effect; nearly all actives have a fitted effect of over 60% in size
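Drosophila S2 cells stably expressing Gal4-DBD/mouse RORγ fusion under metallothionein promoter plus UAS-luciferase; compound 1 h, then 700 uM CuSO4 induction for 20 h at ambient temperature; inhibition read as reduced luminescence.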
Tb PFK inh: qHTS Assay to Find Inhibitors of T. brucei phosphofructokinase; T. brucei PFK, ADP-Glo luminescence; Potency, µM (titrated, usually from 57.5 µM), without a hit: at the top dose activity, negative = inhibition, hits mostly inhibitors; actives 0.17% (n = 330,000); AID 485367, 2010;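 note: potency is the fitted concentration of half-maximal effect; 0% = uninhibited 1x PFK enzyme wells and -100% = no-enzyme wells; nearly all actives have a fitted effect of over 60% in size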
Target sequence (O15648 whole entry, looked up): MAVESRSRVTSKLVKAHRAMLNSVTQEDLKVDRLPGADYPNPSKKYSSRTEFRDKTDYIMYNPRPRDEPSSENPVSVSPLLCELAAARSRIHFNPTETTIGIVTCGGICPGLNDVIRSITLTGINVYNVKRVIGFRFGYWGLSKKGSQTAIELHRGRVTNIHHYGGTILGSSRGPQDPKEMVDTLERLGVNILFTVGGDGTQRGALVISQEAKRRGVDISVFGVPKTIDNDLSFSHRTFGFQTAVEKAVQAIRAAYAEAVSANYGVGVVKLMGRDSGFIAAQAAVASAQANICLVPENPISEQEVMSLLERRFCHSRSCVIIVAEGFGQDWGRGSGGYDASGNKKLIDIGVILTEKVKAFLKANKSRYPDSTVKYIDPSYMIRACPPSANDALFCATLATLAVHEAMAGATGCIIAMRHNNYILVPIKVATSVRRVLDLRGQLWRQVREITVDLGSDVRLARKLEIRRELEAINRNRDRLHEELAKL
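Compounds were pin-transferred as a titration series up to 57 uM into substrate buffer (0.5 mM F6P, 0.1 mM ATP, pH 8.0), then 1.25 nM PFK was added and reactions ran 45 min before ADP-Glo detection.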
VP16 counter: VP16 counterscreen qHTS for inhibitors of ROR gamma transcriptional activity; Drosophila S2 Gal4-VP16 UAS-luciferase, luminescence, 20 h; Potency, µM (series often up to 53.6 µM), for inactives: at the highest dose activity, negative = inhibition, usual class: inhibitors; actives 3.5% (n = 310,000);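 note: Gal4-VP16 expression switched on by copper sulfate through the metallothionein promoter; potency is the fitted concentration of half-maximal effect; % is set by controls: 0 for no effect and ±100 for the full control effect; nearly all actives have a fitted effect of over 50% in size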
Giardia killer: Small Molecules that selectively kill Giardia lamblia: qHTS; Giardia lamblia trophozoite viability; activity change, % at 7.66 µM, hits read low; actives 0.15% (n = 340,000); AID 540267, 2011; in the data active = activity change below about -80%; inconclusive = between about -30% and that limit;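 note: parasites exposed to compound for two days anaerobically before the ATP read; % is set by controls: 0 for no effect and ±100 for the full control effect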
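Luminescence from cellular ATP indicates surviving trophozoites (100 cells/well) following 48 hrs anaerobic compound treatment at 37 deg C; signal develops 15-30 min at room temperature.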
Rab9 promoter act: qHTS Assay for Rab9 Promoter Activators; AID 485297, 2010; Potency, µM (doses to about 9.22 µM), without a hit: at the highest dose activation, negative = inhibition, hits mostly activators; actives 2.8% (n = 320,000); Huh7 Rab9 promoter-luciferase reporter, luminescence, 24 h; note: potency is the fitted concentration of half-maximal effect; % of control where 0% means no effect; nearly all actives have a fitted effect of over 60% in size
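Quantitative HTS format; Huh7 Rab9-luciferase reporter cells (1500/well) receive compound 2 h post-plating, incubate 24 h at 37 °C, then get luciferase reagent for 10 min before luminescence reading.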
KCNH2 3.1 inh: qHTS for Inhibitors of KCHN2 3.1: Mutant qHTS; actives 0.95% (n = 340,000); AID 720553, 2013; U2OS KCNH2 3.1, thallium flux FluxOr; stronger effect = lower value; activity change, % (tested at about 1.8 µM);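 active = maximum activity change below -70%; inconclusive = maximum activity change from -70% to -50%; inactive = maximum activity change above -50%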;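 note: thallium influx rate constant from kinetic fluorescence after stimulation buffer; % is set by controls: 0 for no effect and ±100 for the full control effect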
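Virally transduced U2OS (3.1 isoform, 4 h infection in dark at RT) → overnight 37 C → FluxOr + Red40 in HBSS/HEPES, 45 min → stimulation buffer, 2 min kinetic read → rate constant vs DMSO controls.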
Active calls of the source: *; ? = inconclusive; / = not tested or not shown; [ ] = another dose, or the depositor's remark. Unless noted, calls come from the whole dose curve; as a rule, active = well fitted curve in the direction sought with a large enough effect; inconclusive = small, poorly fitted or top-dose-only effect, or another doubt; inactive = no such curve, though single readings can be large; an effect the other way counts as inactive or inconclusive.

The first 2 records, ahead of the listing:
[1] COc1ccccc1C(=O)NCC(=O)N/N=C/c1cc(Br)ccc1OC(=O)/C=C\c1ccco1
[2] Cc1ccn2cc(CCNC(=O)COc3ccccc3)nc2c1
assay / compound	1	2
uPA generation	?	2%
ELG1 genotoxic	6%	0%
FBPA coupling cs	-8	1
NPC1 promoter act	-7%	3%
FLuc modulator	5%	-1%
RORgamma inh	3.5µM*	18%
Tb PFK inh	-5%	-4%
VP16 counter	7.1µM*	-4%
Giardia killer	-6	-9
Rab9 promoter act	-12%	2%
KCNH2 3.1 inh	-22	-2

The whole of this part, from the first entry:
[1] COc1ccccc1C(=O)NCC(=O)N/N=C/c1cc(Br)ccc1OC(=O)/C=C\c1ccco1
[2] Cc1ccn2cc(CCNC(=O)COc3ccccc3)nc2c1
[3] CC(SCc1ccccc1)C(=O)NC1CCCC1 (stereo not given)
[4] COc1ccccc1NC(=O)c1[nH]c(C)c(C(C)=O)c1C
[5] COc1ccc(NC(=O)N2CCCC(CCC(=O)N(C)CCc3ccccn3)C2)cc1 (stereo not given)
[6] COc1cnc(-c2ccccn2)nc1Sc1c(Cl)cccc1Cl
[7] COCCNC(=O)C(c1ccc(Cl)cc1)N(CCOC)C(=O)CCC(=O)Nc1ccccn1 (stereo not given)
[8] COc1ccc(OCCOC(=O)c2cc(S(=O)(=O)N3CCOCC3)c(Cl)cc2Cl)cc1
assay / compound	1	2	3	4	5	6	7	8
uPA generation	?	2%	2%	-4%	1%	/	-1%	-7%
ELG1 genotoxic	6%	0%	1%	?	6%	-12%	2%	23%
FBPA coupling cs	-8	1	1	0	8	-2	1	/
NPC1 promoter act	-7%	3%	-3%	14%	1%	-5%	-3%	-3%
FLuc modulator	5%	-1%	6%	4%	?	0%	0%	3%
RORgamma inh	3.5µM*	18%	0%	?	-1%	3.2µM*	10%	/
Tb PFK inh	-5%	-4%	2%	-1%	5%	0%	-1%	3%
VP16 counter	7.1µM*	-4%	11%	0%	-4%	10µM*	1%	/
Giardia killer	-6	-9	-6	15	-2	2	-16	-2
Rab9 promoter act	-12%	2%	-3%	-25%	-4%	-5%	-1%	-6%
KCNH2 3.1 inh	-22	-2	/	-1	1	-18	29	-5

[9] S=c1[nH]nc(C23CC4CC(CC(C4)C2)C3)n1Cc1ccco1
[10] COc1cccc(CN(C)C(=O)Cc2c[nH]c3ccccc23)c1
[11] COc1cccc(C(=O)Nc2nnc(S(=O)(=O)N(C)Cc3ccc(F)cc3)s2)c1
[12] COc1ccccc1CNC(=O)COC(=O)Cc1ccsc1
[13] Cc1cccc2nc(CNC(=O)C3CCC(=O)N(Cc4ccccc4F)C3)cn12 (stereo not given)
[14] CC(=O)Nc1ccc(NC(=O)C2CC(=O)Nc3nc4ccccc4n32)cc1 (stereo not given)
[15] Cc1c(CC(=O)NCCC(=O)O)c(=O)oc2cc3oc4c(c3cc12)CCCC4
[16] CC(C)=CCC/C(C)=C/CN(CC(C)O)CC(C)O (stereo not given)
assay / compound	9	10	11	12	13	14	15	16
uPA generation	-2%	1%	-3%	-3%	-3%	1%	-2%	/
ELG1 genotoxic	0%	2%	-9%	-2%	2%	-3%	-17%	5%
FBPA coupling cs	2	/	-17	3	/	5	-2	3
NPC1 promoter act	-1%	0%	-7%	8%	3%	-1%	4%	-1%
FLuc modulator	2%	-3%	1%	1%	2%	1%	17µM*	2%
RORgamma inh	1.3µM*	35%	7%	10%	-2%	?	4%	-10%
Tb PFK inh	-5%	0%	-1%	-1%	-1%	4%	-5%	-16%
VP16 counter	11µM*	-13%	-6%	1%	-8%	-24%	-2%	16%
Giardia killer	32[activator]	-9	-3	-2	8	14	-23	-15
Rab9 promoter act	2%	27%	-6%	4%	4%	4%	-1%	3%
KCNH2 3.1 inh	-10	4	-26	10	11	16	-4	-21

[17] Cc1ccc(N(CC(=O)Nc2ccc(Br)c(C)c2)S(=O)(=O)c2c(C)[nH]c(=O)[nH]c2=O)cc1
[18] CCN(CC(=O)NCc1ccc(Cl)cc1)C(=O)CSCC(=O)Nc1ccc(OC)cc1
[19] O=C(CSc1nc2c(cnn2-c2ccc(F)cc2)c(=O)[nH]1)N1CCCCCC1
[20] S=c1[nH]nc(-c2ccc(Cl)cc2Cl)n1Cc1ccccc1
[21] CCn1ccnc1CN(C)Cc1nc(-c2cccc(Cl)c2)no1
[22] COc1ccc(NC(=O)CCN2CCN(C/C=C/c3ccccc3)CC2)cc1
[23] O=c1c2ccccc2c(-c2ccccc2)nn1-c1ccccc1
[24] Cc1ccc(NC(=O)c2ccc(Cn3cc([N+](=O)[O-])cn3)cc2)c(C)c1
assay / compound	17	18	19	20	21	22	23	24
uPA generation	-2%	0%	9%	3%	-4%	-4%	-1%	2%
ELG1 genotoxic	-3%	-1%	0%	-2%	10%	-7%	-3%	-5%
FBPA coupling cs	/	/	5	5	4	0	8	0
NPC1 promoter act	-4%	-2%	0%	-3%	15%	-3%	-3%	-1%
FLuc modulator	-17%	2%	-1%	4%	?	2%	2%	-1%
RORgamma inh	13%	/	-12%	2.8µM*	18µM*	-9%	-18%	15%
Tb PFK inh	2%	-6%	-23%	-1%	4%	2%	2%	?
VP16 counter	-8%	/	-3%	5.6µM*	-9%	1%	-1%	3%
Giardia killer	-7	-5	9	-7	0	4	18	-1
Rab9 promoter act	-3%	1%	-4%	1%	?	-1%	-11%	-3%
KCNH2 3.1 inh	-8	-11	23	-8	0	-105*	16	2

[25] O=c1sc2ccccc2c(N2CCOCC2)c1[N+](=O)[O-]
[26] O=C(Nc1ccc(F)cc1F)NC1CCN(S(=O)(=O)c2ccc(F)cc2)CC1
[27] CC1Oc2ccccc2N(CC(=O)c2cccc(Cl)c2)C1=O (stereo not given)
[28] Cc1nn2c(N3CCN(c4ccccn4)CC3)cc(C(C)C)nc2c1-c1ccccc1
[29] Cc1ccc(NC(=S)N(CCN(C)C)Cc2cc3cc(C)cc(C)c3[nH]c2=O)cc1
[30] COc1cc(C)ccc1OCCCCNCc1ccccc1
[31] N=C1C(=O)OCC1c1ccccc1NC(=O)c1ccc(F)cc1 (stereo not given)
[32] Cc1cc(C)c(S(=O)(=O)N2CCN(CCN3C(=O)c4cccc5cccc(c45)C3=O)CC2)cc1[N+](=O)[O-]
[33] Cc1cc(OCC(C)C)ccc1/C(O)=C1/C(=O)C(=O)N(Cc2cccnc2)C1c1ccncc1 (stereo not given)
[34] C#CCOCCOCCOCCNc1nc(N2CCN(C(=O)[C@H]([C@@H](C)CC)n3cc([C@@H](N)CO)nn3)CC2)nc(N2CCN(C(=O)[C@H](Cc3ccc(O)cc3)n3cc([C@@H](N)C(C)CC)nn3)CC2)n1 (stereo not given in full)
assay / compound	25	26	27	28	29	30	31	32	33	34
uPA generation	-4%	5%	-28%	4%	3%	17%	4%	/	6%	-1%
ELG1 genotoxic	-2%	-8%	2%	-18%	-1%	-5%	-3%	8%	0%	10%
FBPA coupling cs	0	-3	-1	2	3	1	-1	2	17	-1
NPC1 promoter act	-5%	-1%	4%	0%	-5%	-1%	-1%	-6%	-3%	-2%
FLuc modulator	-12%	-2%	-1%	1%	0%	3%	3%	-1%	6%	1%
RORgamma inh	-21%	35%	0%	-34%	-10%	-24%	-5%	-6%	-17%	-18%
Tb PFK inh	6%	-6%	-2%	-9%	1%	0%	4%	5%	-1%	1%
VP16 counter	-8%	-2%	-1%	-1%	-23%	-10%	-6%	7%	?	-10%
Giardia killer	-2	8	-13	6	-6	-19	-23	/	5	-21
Rab9 promoter act	2%	-3%	3%	0%	-3%	0%	2%	1%	-5%	7%
KCNH2 3.1 inh	-2	7	-15	9	-2	46	3	/	17	-5

Screening results: PubChem BioAssay, National Center for Advancing Translational Sciences (NCATS)
